HTRA1 inhibitor: HTRA1 (human) protease inhibition; Q92743; recombinant HTRA1, FP-rhodamine activity-based probe, fluorescence polarization; inhibition, % at 5.96 µM; 340,000 tested, 0.5% active; in the data active = inhibition above about 36%;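 also: 0% = enzyme with DMSO and 100% = wells lacking enzyme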
NPR1 activator: GC-A (human) enzyme activation. AID 1671463. 370,000 tested, 0.14% active. activation, % at 10 µM. HEK293 GC-A cells, cGMP TR-FRET, EC30 ANP; 0% at EC30 ANP, 100% saturating ANP. P16066; in the data active = activation above about 40%
PRMT1 FP inh: inhibitors of human PRMT1; recombinant PRMT1, activity-based probe fluorescence polarization; inhibition, % at 2.79 µM; 370,000 tested, 1.3% active;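 active = inhibition above about 21% made by adding two undisclosed values, limit read from the data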
TCR-CD3 inh: human TCR-CD3 binding inhibition | TAMRA-labeled TCR probe fluorescence, biochemical | inhibition, % at 9.4 µM | AID 651800 | 360,000 tested, 0.37% active; in the data active = inhibition above about 19%;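 also: recombinant mutant TCR 2C K166C tagged with TAMRA read by polarization; 0% = receptor in buffer alone and 100% = receptor with positive control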
mABHD4 FP: inhibitors of mouse ABHD4; purified mABHD4, FP-Rh probe fluorescence polarization; inhibition, % at 8.92 µM; 370,000 tested, 0.54% active;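 active = inhibition exceeding the mean over every tested compound plus 3 SD, cut at about 30% in these data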;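 also: 0% = plate median of compound wells and 100% = S159A mutant with DMSO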
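Test system: mABHD4 protein; Read-out basis: % inhibition; Incubation: 45 min + 60 min at 25 °C; Repeats: single replicate; Technique: fluorescence polarization with parallel and perpendicular emission, 525/598 nm; Compound: 8.92 µM, single dose; Benchmarks: full inhibition S159A mutant plus DMSO, zero as sample-well median.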
NPR2 activator: GC-B (human) receptor activation; P20594; HEK293-GC-B cells, CNP EC30, cGMP TR-FRET; 0% at EC30 CNP, 100% saturating CNP; activation, % at 10 µM; 370,000 tested, 0.11% active; AID 1920062;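 active = activation at 10 µM reaching about 35% in either raw or pattern-adjusted values, limit read from the data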
MBD2 inh: MBD2-methylated oligo binding inhibition; Q9UBB5; TR-FRET, MBD2 binding to methylated oligonucleotide; inhibition, % at 4.4 µM; 370,000 tested, 0.31% active; in the data active = inhibition above about 13%
rCAG binder: r(CAG) repeat RNA binding. TO-PRO-1 dye displacement fluorescence. inhibition, % at 3 µM. 370,000 tested, 1.3% active;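 active = inhibition above the plate cutoff, the mean of all test compounds on that plate plus 3 SD, cut at about 35% in these data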;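 also: 0% = DMSO alone and 100% = 100 µM mitoxantrone as full dye displacement; higher means more dye released from RNA so lower well fluorescence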
SIAE inh: blocks human sialic acid acetylesterase. Q9HAT2. SIAE FP-Rh probe binding, fluorescence polarization. inhibition, % at 9.66 µM. 370,000 tested, 0.69% active. AID 1053197;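 active = inhibition above a cutoff: mean of compounds within the control limits plus 3 SD of those, cut at about 17% in these data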;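 also: 0% = plate median of compound wells and 100% = probe without SIAE protein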
UHRF1 binding: UHRF1 methyl-DNA binding inhibition; Q96T88; UHRF1 binding to methylated oligo, TR-FRET; inhibition, % at 4.4 µM; 370,000 tested, 0.75% active; in the data active = inhibition above about 21%;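 also: UHRF1 SRA domain binding a hemimethylated CpG hairpin DNA probe; 0% = median of test compound wells and 100% = reference inhibitor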
Target sequence (Q96T88 whole entry, looked up, the tested form may be a part): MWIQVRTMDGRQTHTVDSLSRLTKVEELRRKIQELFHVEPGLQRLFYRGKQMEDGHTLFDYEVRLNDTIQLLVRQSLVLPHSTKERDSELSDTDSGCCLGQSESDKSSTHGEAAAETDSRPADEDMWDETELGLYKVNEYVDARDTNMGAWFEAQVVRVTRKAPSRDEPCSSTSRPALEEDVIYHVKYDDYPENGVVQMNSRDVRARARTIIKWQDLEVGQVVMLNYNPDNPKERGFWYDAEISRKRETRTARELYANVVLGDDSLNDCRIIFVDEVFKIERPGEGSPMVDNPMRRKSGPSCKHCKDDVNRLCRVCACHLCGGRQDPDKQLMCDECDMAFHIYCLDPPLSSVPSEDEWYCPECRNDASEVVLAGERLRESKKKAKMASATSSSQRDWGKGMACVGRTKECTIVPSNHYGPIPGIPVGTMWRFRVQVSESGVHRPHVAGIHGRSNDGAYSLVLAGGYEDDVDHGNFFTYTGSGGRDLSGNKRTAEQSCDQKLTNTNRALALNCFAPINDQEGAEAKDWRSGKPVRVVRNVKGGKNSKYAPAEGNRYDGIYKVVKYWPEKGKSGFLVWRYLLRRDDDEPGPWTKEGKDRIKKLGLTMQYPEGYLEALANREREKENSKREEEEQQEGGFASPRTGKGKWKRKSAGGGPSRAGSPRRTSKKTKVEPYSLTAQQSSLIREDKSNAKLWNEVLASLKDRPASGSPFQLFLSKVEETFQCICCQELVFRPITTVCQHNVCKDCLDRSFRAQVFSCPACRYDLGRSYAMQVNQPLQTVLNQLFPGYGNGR
* hit, by the source's call; · = no result given. The list is partial, so the mix of outcomes need not match the whole.

The line under a structure holds: rCAG binder	UHRF1 binding	mABHD4 FP	PRMT1 FP inh	NPR2 activator	MBD2 inh	TCR-CD3 inh	HTRA1 inhibitor	SIAE inh	NPR1 activator
COc1cccc(N2CCN(CC(=O)Nc3nnc(-c4ccccc4)s3)CC2)c1
    7	1	2	0	-5	0	0	-25	-6	4
CCc1noc(C)c1C(=O)N(CC)CC(=O)NCc1ccc(Cl)cc1
    1	0	-2	-1	3	2	1	2	1	0
O=C(CC1OC(=O)c2ccccc21)NNC(=O)c1ccc(F)cc1 (centres undefined)
    1	-1	2	3	2	-3	-4	5	-1	0
CC(c1ccccc1)N1C(=O)C2C3C=CC(C4CC34)C2C1=O (centres undefined)
    -4	2	-1	-1	0	-1	5	6	1	-8
CCOC(=O)C1=CN(Cc2cccc(F)c2)S(=O)(=O)N(CC)C1c1ccc2ccccc2c1 (centres undefined)
    4	4	0	-2	-4	3	-1	-2	-1	1
COc1ccc(-c2cc(C)no2)cc1S(=O)(=O)N1CCOc2ccc(C)cc21
    2	2	6	1	7	-4	3	7	-7	-5
CCOC(=O)c1ccc(NC(=O)NC2=NCCS2)cc1
    2	3	-36	0	-2	-7	-3	5	-4	1
CCOC(=O)C1CCN(C(=O)C2CCN(c3nn4c(=O)cc(C)nc4s3)CC2)CC1
    -1	0	0	-1	-1	-5	4	6	0	-3
CCNC(=S)Nc1ccc(S(=O)(=O)Nc2cc(C)nc(C)n2)cc1
    1	2	-2	2	1	10	-6	-2	6	-1
Cc1ccc2[nH]c(=O)c(CN(CC3CCCO3)C(=O)c3cccs3)cc2c1 (centres undefined)
    -1	3	-5	-1	-1	-1	-13	2	3	-7
Cc1cc(C)cc(NC(=O)c2ccc(CNc3c(N4CCCC4)c(=O)c3=O)cc2)c1
    1	0	1	0	-8	-1	1	-2	2	-2
O=C(Nc1cccnc1Cl)C1c2ccccc2Oc2ccccc21
    0	-1	5	-1	-4	-1	1	-5	4	-3
COc1cc(OC)cc(C(=O)OCC(=O)Nc2ccc(F)cc2F)c1
    -4	6	-4	4	-2	2	-2	-1	-7	1
COc1ccccc1N(CC(=O)NCCSCc1ccc(C)cc1)S(=O)(=O)c1ccccc1
    -5	-1	-2	-2	3	-3	9	-26	5	-4
CCC(CO)Oc1cc(NC(=O)c2ccccc2F)c2ncn(C(C)C)c2c1 (centres undefined)
    -6	17	5	1	6	7	0	-1	-7	0
C[C@H]1[C@@H](c2ccccc2)Oc2ccc(Cl)cc2S(=O)(=O)N1Cc1ccc(Cl)cc1
    6	2	-4	-4	0	0	-5	·	-9	1
CCn1nc(C)cc1C(=O)N1CCCC(Nc2ccc(C(C)C)cc2)C1 (centres undefined)
    -10	2	-19	5	-2	5	-3	2	-4	-1
CCOc1ncccc1C(=O)Nc1ccc(S(=O)(=O)N2CCCC2)cc1
    -2	-1	6	0	-2	-4	10	-3	-1	7
CCOCCCNC(=O)CN1C(=O)CSc2ccccc21
    0	-2	-5	-3	-1	-1	2	5	1	-1
Fc1ccc(NC(=S)NN=Cc2ccccc2Cl)cc1
    5	-2	-2	2	-3	0	-4	-20	5	-10

Reformatted tab-delimited: entries from further up.
compound	rCAG binder	UHRF1 binding	mABHD4 FP	PRMT1 FP inh	NPR2 activator	MBD2 inh	TCR-CD3 inh	HTRA1 inhibitor	SIAE inh	NPR1 activator
CCOC(=O)c1ccc(NC(=O)NC2=NCCS2)cc1	2	3	-36	0	-2	-7	-3	5	-4	1
CCOC(=O)C1CCN(C(=O)C2CCN(c3nn4c(=O)cc(C)nc4s3)CC2)CC1	-1	0	0	-1	-1	-5	4	6	0	-3
CCNC(=S)Nc1ccc(S(=O)(=O)Nc2cc(C)nc(C)n2)cc1	1	2	-2	2	1	10	-6	-2	6	-1
Cc1ccc2[nH]c(=O)c(CN(CC3CCCO3)C(=O)c3cccs3)cc2c1 (centres undefined)	-1	3	-5	-1	-1	-1	-13	2	3	-7
Cc1cc(C)cc(NC(=O)c2ccc(CNc3c(N4CCCC4)c(=O)c3=O)cc2)c1	1	0	1	0	-8	-1	1	-2	2	-2
O=C(Nc1cccnc1Cl)C1c2ccccc2Oc2ccccc21	0	-1	5	-1	-4	-1	1	-5	4	-3
COc1cc(OC)cc(C(=O)OCC(=O)Nc2ccc(F)cc2F)c1	-4	6	-4	4	-2	2	-2	-1	-7	1
COc1ccccc1N(CC(=O)NCCSCc1ccc(C)cc1)S(=O)(=O)c1ccccc1	-5	-1	-2	-2	3	-3	9	-26	5	-4
CCC(CO)Oc1cc(NC(=O)c2ccccc2F)c2ncn(C(C)C)c2c1 (centres undefined)	-6	17	5	1	6	7	0	-1	-7	0
C[C@H]1[C@@H](c2ccccc2)Oc2ccc(Cl)cc2S(=O)(=O)N1Cc1ccc(Cl)cc1	6	2	-4	-4	0	0	-5	·	-9	1
CCn1nc(C)cc1C(=O)N1CCCC(Nc2ccc(C(C)C)cc2)C1 (centres undefined)	-10	2	-19	5	-2	5	-3	2	-4	-1
CCOc1ncccc1C(=O)Nc1ccc(S(=O)(=O)N2CCCC2)cc1	-2	-1	6	0	-2	-4	10	-3	-1	7
CCOCCCNC(=O)CN1C(=O)CSc2ccccc21	0	-2	-5	-3	-1	-1	2	5	1	-1

(cont.)
The line under a structure holds: rCAG binder	UHRF1 binding	mABHD4 FP	PRMT1 FP inh	NPR2 activator	MBD2 inh	TCR-CD3 inh	HTRA1 inhibitor	SIAE inh	NPR1 activator
O=C(Nc1cccc(Cl)c1)c1cccnn1
    -1	-2	-14	-5	1	3	-2	2	-3	5
O=C(NC1CCN(C(=S)Nc2ccc(Cl)cc2)CC1)C1CCCCC1
    0	-2	-1	1	10	1	9	9	-6	-2
COc1cc2ccccc2cc1C(=O)NC(=S)Nc1cccc(C(=O)O)c1
    39*	4	-29	0	-4	-4	-8	·	-46	-2
CCn1ccc(C(=O)Nc2ccsc2C(=O)OC)n1
    -5	0	2	-4	5	-4	7	-3	-1	1
CC(C)C(NC(=O)Nc1ccccc1)C(=O)Nc1cccc(S(=O)(=O)N(C)C)c1 (centres undefined)
    6	-3	-6	1	4	-1	2	-4	-11	3
C[C@@H]1[C@@H](c2ccccc2)c2cc3ccccc3nc2-c2nc3ccccc3cc2[C@@H]1C(=O)N1CCCC1
    6	0	1	2	2	2	·	·	-1	0
CCCn1nnnc1SCC(=O)N1CCCC1
    -1	-2	-2	0	4	-2	0	6	8	2
Cc1nc2ccc(S(=O)(=O)NCC(=O)NCc3cccs3)cc2s1
    0	4	-5	2	0	0	·	·	2	1
COc1ccc(S(N)(=O)=O)cc1C(N)=O
    -6	22*	-13	3	-3	10	0	1	-6	-1
O=C(OC(C(=O)NC1CCCCC1)c1ccccn1)c1cccs1 (centres undefined)
    -7	1	1	3	3	3	-4	-9	-9	-6
N#Cc1c(C(F)(F)F)cc(-c2ccccc2)nc1SCCN1CCOCC1
    -3	1	2	1	-4	1	1	-11	-7	4
COC(=O)C1CN(CCO)CCS(=O)(=O)N1Cc1cn(Cc2cccc(Cl)c2)nn1 (centres undefined)
    4	1	0	1	2	-3	·	·	-1	-1
CCCCn1c(N)c(N(CCOC)C(=O)C2CCN(S(=O)(=O)c3ccc(Cl)cc3)CC2)c(=O)[nH]c1=O
    -3	24*	-2	3	1	7	12	1	0	2
O=C(C[n+]1ccccc1)N/N=C/c1cccc(Cl)c1Cl
    0	-3	-11	0	2	-5	-4	5	11	5
COc1cc(NS(=O)(=O)c2ccc(NC(=O)c3cccnc3)cc2)ncn1
    2	0	1	1	-3	-2	0	9	0	2
COc1ccc(CNC(=O)CCn2c(=O)[nH]c3ccccc3c2=O)cc1
    -2	6	-8	9	0	7	-10	1	-12	-3
CC(O)CNc1nc2sc3c(c2c(=O)n1Cc1ccco1)CCCCC3 (centres undefined)
    -2	0	-3	1	0	0	0	10	-2	0
CCOC(=O)c1cc2c(ccn2-c2ccc(F)cc2)n1CC(=O)N(CC)CC
    -7	-4	-12	-4	-4	-2	6	-16	1	1
CCN(CC(=O)NCCc1ccc(S(N)(=O)=O)cc1)Cc1nc2cc(OC)c(OC)cc2c(=O)[nH]1
    3	-2	2	-1	1	0	3	4	-3	-1
O=C(Cc1ccc([N+](=O)[O-])cc1)N1CCCc2ccccc21
    2	0	2	-1	1	1	8	4	2	-10
COc1cc(-n2c(C)nc3cc(C(=O)N4CCOCC4)ccc32)cc(OC)c1OC
    -6	2	-3	-1	3	2	-5	2	0	5
O=C(CSc1nncn1-c1ccccc1)N1CCCC1
    -1	-3	-1	1	4	0	3	1	-7	2
Cc1ccc(S(=O)(=O)c2ccccc2)cc1S(=O)(=O)N1CCOCC1
    -6	0	3	-1	3	4	1	1	0	3
COCCNC(=O)C(c1ccc(F)cc1)N(C(=O)CCC(=O)Nc1ccccn1)c1cccc(C)c1 (centres undefined)
    -10	-4	2	1	-2	3	-3	2	1	1
CCOC(=O)C(C(=O)OCC)C(C)C#CCN1CCCCC1 (centres undefined)
    -7	0	8	0	1	3	0	-3	4	-2
CCOc1cc(NS(=O)(=O)c2ccc(Cl)cc2)c(OCC)cc1NC(=O)CC(C)C
    -6	-1	5	-2	-6	2	-5	7	3	-5
O=C(NC1CCCCC1)c1ccc(-n2cnnn2)cc1
    -2	1	-14	-1	-3	-1	8	10	1	-1
C[C@H]1CNC(=O)c2c(C(=O)N3CCN(c4ccccc4)CC3)ncn21
    4	1	3	0	4	-1	-1	·	1	-3
CCN1CCN(CCCNC(=O)Cn2cc3c(n2)CCCC3)CC1
    2	3	3	1	-1	2	-3	8	-3	1
CC(c1nnc(Sc2nnnn2-c2ccccc2)n1-c1ccc(F)cc1)N(C)C (centres undefined)
    -6	0	4	-1	-1	3	0	-5	2	1
Cc1ccccc1NC(=O)c1cnc2ccccn2c1=O
    0	-6	-3	-4	-2	2	2	2	6	2
COC(=O)[C@]12C[C@H](CC(=O)NCc3cccc4ccccc34)C(=O)N(Cc3ccc(Cl)cc3Cl)C1=C[C@H](C1CCCC1)O[C@@H]2C
    7	-3	-3	0	0	-1	·	·	-6	-8
O=C1CSC(c2cn(-c3ccccc3)nc2-c2ccc3c(c2)OCCO3)N1CCN1CCOCC1 (centres undefined)
    -4	0	8	0	6	5	-1	-25	2	1
Cn1c(=O)n(C)c2cc([N+](=O)[O-])c(N3CCN(C(=O)c4ccc(Cl)cc4)CC3)cc21
    1	2	-6	1	-3	-1	2	8	2	1
CC(=O)N(c1ccccc1)C1CCCC1
    -2	-5	4	-1	1	0	2	1	1	5
COCCCNC(=S)N/N=C/c1ccc(OC)cc1
    -2	-2	-2	29*	3	-2	-2	·	1	5

From PubChem BioAssay
